# Assay outcomes from PubChem BioAssay.
# CHRM4 agonist: agonists of human muscarinic M4 receptor (CHRM4) | P08173 | CHO-K1 hM4/Gqi5, Fluo-8 calcium fluorescence; vehicle 0%, full acetylcholine response 100% | activation, % at 3 µM | 360,000 compounds, 0.14% hits | AID 624127;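 active = activation above the run mean over all test wells plus 3 SD, cut at about 32% in these data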;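 also: peak over basal fluorescence ratio per well then scaled between controls; 0% = DMSO wells and 100% = acetylcholine at EC100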
# Target sequence (P08173 whole entry, looked up): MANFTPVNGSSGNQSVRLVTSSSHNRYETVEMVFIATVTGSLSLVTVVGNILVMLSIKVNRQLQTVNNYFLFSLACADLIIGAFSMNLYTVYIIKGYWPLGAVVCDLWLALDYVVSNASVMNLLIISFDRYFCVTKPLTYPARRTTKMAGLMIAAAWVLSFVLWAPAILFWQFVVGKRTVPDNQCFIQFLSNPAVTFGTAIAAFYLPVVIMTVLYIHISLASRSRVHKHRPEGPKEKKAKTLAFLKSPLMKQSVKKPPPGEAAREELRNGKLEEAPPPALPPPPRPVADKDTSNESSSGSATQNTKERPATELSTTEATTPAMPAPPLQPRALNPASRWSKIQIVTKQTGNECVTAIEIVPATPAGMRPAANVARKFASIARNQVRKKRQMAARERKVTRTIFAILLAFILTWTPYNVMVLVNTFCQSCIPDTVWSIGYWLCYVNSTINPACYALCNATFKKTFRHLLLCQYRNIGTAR
# CHRM1 PAM: potentiates human M1 receptor response to acetylcholine. 360,000 compounds, 0.088% hits. activation, % at 3 µM. AID 588819. CHO-K1 hM1, Fluo-8 calcium fluorescence, ACh EC20; 0% = ACh EC20, 100% = maximal ACh; in the data active = activation above about 19%, passing the limit was not always enough
# Target sequence (P11229 whole entry, looked up): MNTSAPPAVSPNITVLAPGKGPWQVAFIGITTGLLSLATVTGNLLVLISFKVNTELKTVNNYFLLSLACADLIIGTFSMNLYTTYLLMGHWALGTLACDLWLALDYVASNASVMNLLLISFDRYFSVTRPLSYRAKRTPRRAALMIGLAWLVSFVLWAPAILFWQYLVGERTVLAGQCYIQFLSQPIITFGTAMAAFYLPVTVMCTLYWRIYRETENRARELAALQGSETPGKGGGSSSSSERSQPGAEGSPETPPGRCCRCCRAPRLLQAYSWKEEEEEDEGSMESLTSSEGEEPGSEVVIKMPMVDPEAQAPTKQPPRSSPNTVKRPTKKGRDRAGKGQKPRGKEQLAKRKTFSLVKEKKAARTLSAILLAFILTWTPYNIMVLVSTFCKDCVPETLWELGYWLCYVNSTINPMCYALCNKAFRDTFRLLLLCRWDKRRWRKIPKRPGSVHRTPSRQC
# CHRM5 antagonist: antagonists of human muscarinic M5 receptor (CHRM5). P08912. CHO-hM5 cells, Fluo-8 calcium fluorescence, ACh EC80. inhibition, % at 3 µM. 360,000 compounds, 0.59% hits. AID 624040;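 active = inhibition above a per-plate cutoff, the mean of that plate's test compounds plus 3 SD, cut at about 27% in these data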;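 also: 0% = acetylcholine EC80 with DMSO and 100% = DMSO without agonist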
# CHRM1 agonist: activates human CHRM1 receptor. AID 588814. P11229. CHO-K1 hM1, Fluo-8 calcium fluorescence, agonist mode; 0% DMSO, 100% acetylcholine EC100. activation, % at 3 µM. 360,000 compounds, 0.33% hits;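 active = activation above the run's mean compound activation plus 3 SD, cut at about 16% in these data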;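 also: peak over basal fluorescence ratio within a 140 s kinetic read after compound addition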
# CHRM5 PAM: CHRM5 positive allosteric modulation; CHO-K1 hM5, Fluo-8 calcium, ACh EC20 PAM; 0% = ACh EC20, 100% = ACh EC100; activation, % at 3 µM; P08912; 360,000 compounds, 0.3% hits; AID 624038;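 active = activation above the run cutoff, the mean activation of all test compounds plus 3 SD, cut at about 18% in these data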
#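 system = human M5 receptor in CHO-K1 cells | compound = one concentration, 3 µM final (nominal) | schedule = Post-acetylcholine fluorescence recording 140 s | signal = Fluo-8 calcium dye fluorescence, kinetic read | benchmarks = low control EC20 acetylcholine (0%), high control EC100 acetylcholine (100%) | repeats = singlicate, one well per test compound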
# M4 antag: CHRM4 antagonism in calcium assay; P08173; CHO-hM4 cells, ACh EC80, Fluo-8 calcium fluorescence; inhibition, % at 3 µM; 360,000 compounds, 0.73% hits; AID 624125;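 active = inhibition above its plate's cutoff, the mean inhibition of sample wells plus 3 SD, cut at about 27% in these data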;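 also: 0% = acetylcholine EC80 with DMSO and 100% = DMSO without agonist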
# TAAR1 ag: human TAAR1 agonism | Q96RJ0 | CHO RD-HGA16 TAAR1, Fluo-8 calcium fluorescence; vehicle wells 0%, saturating PEA agonist 100% | activation, % at 3 µM | 360,000 compounds, 0.99% hits | AID 624467;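 active = activation above the mean activation of all test compounds in the run plus 3 SD, cut at about 38% in these data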
#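 test system = CHO RD-HGA16 cells carrying human TAAR1 plus Gα16 | schedule = 17-24 h seeding, 75 min 37 °C dye, 30 min RT | compound dosing = 3 µM single concentration | control set = DMSO and PEA EC100 | replicates = n 1 | signal = Fluo-8 fluorescence, 5 s baseline then 140 s kinetic read | measure = percent activation vs PEA EC100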
# CHRM1 antagonist: human CHRM1 antagonism | P11229 | CHO-K1 hM1, Fluo-8 calcium fluorescence, ACh EC80 antagonist | inhibition, % at 3 µM | 360,000 compounds, 1.3% hits;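 active = percent inhibition above its own plate's cutoff, namely the mean of that plate's compound wells plus 3 SD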;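 also: peak over basal fluorescence ratio during 140 s after agonist addition; 0% = ACh EC80 plus DMSO and 100% = DMSO alone without agonist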
# CHRM5 agonist: agonists of human muscarinic M5 receptor (CHRM5); CHO-K1 hM5 cells, Fluo-8 calcium fluorescence; 0% DMSO wells, 100% maximal acetylcholine response; AID 624037; activation, % at 3 µM; 360,000 compounds, 0.19% hits; P08912;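 active = activation above the run's mean over test compounds plus 3 SD, cut at about 23% in these data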;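 also: signal is peak over basal fluorescence ratio across the kinetic read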
# Starred values were filed as active, the others as inactive; · = not tested or not shown.
SMILES,CHRM4 agonist,CHRM1 PAM,CHRM5 antagonist,CHRM1 agonist,CHRM5 PAM,M4 antag,TAAR1 ag,CHRM1 antagonist,CHRM5 agonist
Cc1cc(C)cc(CN2CCC(Oc3ccc(C(=O)N4CCCC4)cc3)CC2)c1,5,-9,12,-4,-9,-10,0,9,-10
N#Cc1cn(-c2ccccc2)nc1-c1ccco1,0,6,0,-7,0,7,5,-5,-3
CN(Cc1ccccc1)C(=O)C1CCN(S(=O)(=O)c2cccc3nsnc23)CC1,13,-1,-4,-1,-8,-26,4,-6,7
Cc1ccc(S(=O)(=O)N2C3C=CC(C3)C2C(=O)O)cc1 (stereo unspecified),0,2,3,-3,-2,-1,0,-5,1
O=C(C1=C[C@H](C2CC2)C[C@H](OCCCCO)O1)N1CCN(Cc2ccccc2)CC1,0,13,9,-8,4,-3,6,-9,-3
CCOC(=O)c1ccccc1NC(=O)CSc1nc(N)cc(=O)[nH]1,1,5,-4,-2,6,-10,1,-7,8
CC(C)C1C(=O)N(Cc2cn(Cc3ccco3)nn2)CCS(=O)(=O)N1Cc1ccc(-c2ccc(F)cc2)cc1 (stereo unspecified),0,1,3,-4,2,8,1,1,1
Cc1ccc(SCCNC(=O)c2cccc([N+](=O)[O-])c2C)cc1,4,6,-1,-6,-6,-9,3,-19,-6
C[C@H](CO)N1C[C@H](C)[C@H](CN(C)S(=O)(=O)c2cccc(F)c2)OCc2ccccc2-c2c(n(C)c3ccccc23)C1=O,1,10,4,0,-4,-9,2,-9,2
CN(C(=O)CSc1nc2ccccc2c(=O)n1-c1ccccc1Cl)C1CCS(=O)(=O)C1 (stereo unspecified),5,1,8,-1,-2,-13,8,-4,3
O=c1[nH]n(-c2ccc(Cl)cc2)c2ncccc12,1,4,-7,0,2,2,3,-1,2
CCNS(=O)(=O)c1ccc(CCC(=O)Nc2ccc(C(=O)OC)cc2)cc1,4,0,3,-5,-2,-7,11,-5,1
COC(=O)c1ccc2nc(-c3ccc(Cl)cc3)c(Cc3ccsc3)n2c1,-2,·,0,·,-2,-4,-1,·,1
O=c1cc(N/N=C/c2ccccc2)[nH]c(=O)[nH]1,0,6,6,-2,-1,-7,58*,-6,-3
O=C(CSc1nc(-c2ccco2)cc(C(F)(F)F)n1)N1CCN(c2cccc(Cl)c2)CC1,1,-2,4,-3,-1,7,-2,11,0
COc1cccc2cc(C(=O)Nc3cc(C)cc(C)c3)/c(=N/NS(=O)(=O)c3ccccc3)oc12,0,8,-14,-1,4,2,2,-11,-2
C/C=C(\C)C(=O)N[C@@H](C)CN1C2=NC[C@H](C(C)C)N2C[C@H]1Cc1ccc(OC)cc1,0,3,9,-5,0,-10,2,-3,-3
CCOC(=O)C(=Cc1cc(=O)c(OC)co1)C(=O)OCC,1,7,-6,-3,0,-9,6,-3,-3
COc1cc2nc(CC(C)C)n(NC(=O)c3ccccc3Br)c(=O)c2cc1OC,4,6,15,-2,-8,3,5,-12,3
Cn1c(SCC(=O)Nc2ccc3[nH]c(=O)[nH]c3c2)nnc1-c1ccccc1,1,4,-12,-3,1,5,0,-3,-3
O=C(NC(=S)Nc1nc(-c2ccccc2)cs1)c1cccs1,2,11,1,-4,-4,3,1,-11,1
O=C(NC(=S)NCCN1CCOCC1)c1cccc(Cl)c1,1,4,-7,-3,16,-10,2,-4,3
O=c1oc2cc(O)ccc2c2c1CCCC2,0,-1,-4,-5,0,8,6,5,-1
CC(OC(=O)c1cc2sccc2n1C)C(=O)NCc1ccco1 (stereo unspecified),1,10,9,0,-4,4,-4,-2,1
COc1ccccc1N1CCN(C(=S)NC(=O)/C=C/c2ccccc2)CC1,2,-1,-16,-7,2,-3,12,-7,-1
SMILES,CHRM4 agonist,CHRM1 PAM,CHRM5 antagonist,CHRM1 agonist,CHRM5 PAM,M4 antag,TAAR1 ag,CHRM1 antagonist,CHRM5 agonist
COc1cc(NC(C)=O)ccc1NC(=O)c1cc2ccccc2o1,0,5,5,0,8,-4,8,-5,1
CCCCN(C(=O)c1ccc2c(c1)OCCO2)c1c(N)n(CCCC)c(=O)[nH]c1=O,1,1,-1,-1,-5,-17,1,-6,-2
CCc1nc2c(OCc3ccc(C(F)(F)F)cc3)cccn2c1N(C)C(=O)CC(C)C,1,-13,8,-10,-9,4,-3,2,-4
Cc1ccc2c(C)c(C(=O)N(Cc3ccncc3)CC3CCCO3)oc2c1C (stereo unspecified),0,-1,12,-5,0,6,2,0,-4
O=C(COc1ccc([N+](=O)[O-])cc1)Nc1ccc(C(=O)NCc2cccnc2)cc1,7,2,1,-2,-10,-12,6,1,-3
c1ccc(-c2nc3ccccc3[nH]2)cc1,1,-5,-7,-3,1,-4,1,-12,1
COC(=O)[C@@H](NC(=O)N1CCC(C)CC1)C(C)C,0,-2,14,-4,-7,9,7,2,-3
CCN(Cc1nc(-c2ccc(OC)c(OC)c2)no1)C(=O)c1ccoc1C,5,11,12,-2,-4,-6,2,-16,1
C(/CCc1ccccc1)=N\n1cnnc1,-1,4,-3,-3,0,2,16,-7,0
CC/C(C)=N/NC(=S)NCc1ccco1,0,11,-1,-9,4,7,3,-10,2
COC(=O)c1cc(S(=O)(=O)NCC2CCN(Cc3ccc(Cl)cc3)CC2)cn1C,·,0,-17,-6,5,-6,0,-1,-10
NS(=O)(=O)c1ccc(CCNC(=O)c2cc([N+](=O)[O-])ccc2N2CCOCC2)cc1,0,2,2,-2,0,-6,13,-4,3
Cc1nc(-c2ccc(C(=O)O)cc2)cs1,0,11,-7,-1,2,11,12,-12,0
Cc1ccc(O)c(Sc2cc(C)ccc2O)c1,3,2,8,-8,-1,-1,8,-13,-7
COc1cc(/C=N/NC(=O)c2cccc3ccccc23)cc(OC)c1OC,1,8,3,-4,-3,-4,-1,-3,-3
CCN1CCN(c2cc3nc(C)n(Cc4ccccc4)c(=O)c3cc2NC(=O)c2ccccc2F)CC1,2,-10,1,-9,4,85*,3,1,-2
O=c1c2ccccc2nc(SCc2nc3ccccc3s2)n1Cc1ccco1,2,14,-3,-2,3,-7,4,-10,2
O=C(O)C1C2CCC(C2)C1C(=O)Nc1ccc(Cl)c(Cl)c1 (stereo unspecified),2,-5,2,-4,5,-3,2,6,2
COc1cc(OC)cc(OC(=O)C2CCN(C(=O)c3ccc(Cl)cc3)CC2)c1,2,3,2,-4,1,0,6,-6,-7
O=C(Nc1ccon1)Nc1cccc(Cl)c1Cl,2,10,7,2,-6,-3,8,-11,1
CN(C)S(=O)(=O)c1cc(NC(=O)C2=COCCO2)ccc1Cl,1,10,13,-1,1,-8,3,-11,3
CCN(Cc1ccccc1)C(c1ccc(Cl)cc1)c1nnnn1C(C)(C)C (stereo unspecified),0,7,-7,-3,0,-17,-2,-11,-2
CCCc1cc(=O)oc2cc(O[C@@H]3O[C@H](CO)[C@@H](O)[C@H](O)[C@H]3O)ccc12,1,-1,9,-6,-1,10,4,3,-3
O=C(CNc1cccc2ccccc12)c1ccc([N+](=O)[O-])cc1,1,2,-2,-5,14,-6,1,-6,0
N#Cc1c(/N=C/c2cc3ccccc3s2)sc2c1CCC2,1,6,0,0,0,5,-1,0,-2
SMILES,CHRM4 agonist,CHRM1 PAM,CHRM5 antagonist,CHRM1 agonist,CHRM5 PAM,M4 antag,TAAR1 ag,CHRM1 antagonist,CHRM5 agonist
O=C(Cc1cccc(C(F)(F)F)c1)OCN1C(=O)c2ccccc2C1=O,-1,1,-1,-7,6,-9,2,-1,-4
CC(C)Nc1nc(SC(C)C(=O)Nc2ccccc2)nc(N(C)C)n1 (stereo unspecified),-1,2,8,-1,5,3,7,0,-1
CCN(CC)CCP(=O)(c1ccccc1)c1ccccc1,0,-9,0,-12,-2,3,-2,8,-8
COc1ccc(C(=O)CSc2nnc(-c3ccco3)o2)cc1,1,2,5,-8,-1,2,4,-3,-1
CCOC(=O)c1nn(-c2ccc(F)cc2)c(=O)c(C#N)c1C,-1,19,-2,3,-4,-14,3,-14,5
O=C(NC1CCCN(CCc2ccccc2)C1)C1CCCC1 (stereo unspecified),0,5,5,-11,-7,15,5,-10,-24
O=S(=O)(Nc1ccccc1O)c1ccc(-c2ccccc2)cc1,7,-1,10,5,-9,5,20,14,2
O=C(Nc1ccc(N2CCCC2)cc1)c1ccc2ccccc2c1,1,4,-4,-8,3,3,3,-9,-2
COc1nc2c(C)cccc2cc1-c1noc(-c2ccco2)n1,0,5,-2,0,-1,-1,2,-22,-1
COc1ccc(CCc2ccnc3ccccc23)cc1,6,-4,13,-1,-10,-9,8,-1,-1
CCCCC(=O)NC(N1CCCCC1)C(Cl)(Cl)Cl (stereo unspecified),1,8,2,-1,-1,-5,10,-43,-3
CCc1ccc(N2CC(C(=O)Nc3ccc4c(c3)OCO4)CC2=O)cc1 (stereo unspecified),0,3,12,-4,-5,1,-2,4,0
C=C(C)c1cccc(C(C)(C)NC(=O)Nc2ccc(OC)cc2)c1,1,2,-4,-6,-3,-1,5,1,0
O=C(CSc1nc2c(c(=O)[nH]1)CN(Cc1ccc(F)cc1)CC2)Nc1ccc(F)cc1,3,-5,6,-7,-7,-9,2,4,0
CC(=O)c1cnn(-c2cc(Oc3ccc(F)cc3)ncn2)c1C,0,6,1,-3,1,11,2,-11,-2
Cc1ccsc1/C=C/C1=Cc2c(sc(NC(=O)CSc3n[nH]c(N)n3)c2C#N)C(C)(C)C1,2,1,10,-2,8,12,24,12,5
Cc1nc(C)c(-c2nnc(-c3cccc(S(=O)(=O)N(C)C)c3)o2)cc1C(=O)NN,1,-6,16,-6,-6,7,0,10,0
CCOC(=O)c1cc2occc2n1CCCN1C(=O)c2ccccc2C1=O,5,-4,-4,-10,-6,-8,2,1,-4
COc1ccccc1/C=N/NC(=O)c1ccc(NC(=O)c2ccccc2Br)cc1,7,-8,11,-7,-10,11,11,9,0
COc1cccc(CN2CC(C(=O)NCc3ccc(C)o3)CCC2=O)c1 (stereo unspecified),3,3,-11,-4,2,0,5,-5,-5
O=C(CSc1nnc(-c2ccccn2)o1)Nc1cccc(Cl)c1,4,5,-10,3,4,-21,15,-22,-2
Cc1ccc(NC(=O)C(=O)NCCCN2CC(C(=O)O)CC2=O)cc1 (stereo unspecified),3,-6,0,0,6,5,-2,7,2
Clc1cc(Br)ccc1OCCN1CCOCC1,2,-1,5,-6,-6,0,2,2,1
CC(C)n1cc(/C=C(\C#N)S(=O)(=O)c2ccccc2)c2ccccc21,0,6,8,-1,-12,-3,13,-14,0
COc1ccc([C@H]2CC(=O)C=C(c3cc(C)ccc3OC)C2)cc1,1,-2,11,-7,-2,11,1,4,-6

# Single records, from the list above.
# COc1ccc(CCc2ccnc3ccccc23)cc1 is listed as CHRM4 agonist: 6; CHRM1 PAM: -4; CHRM5 antagonist: 13; CHRM1 agonist: -1; CHRM5 PAM: -10; M4 antag: -9; TAAR1 ag: 8; CHRM1 antagonist: -1; CHRM5 agonist: -1
# Cc1ccsc1/C=C/C1=Cc2c(sc(NC(=O)CSc3n[nH]c(N)n3)c2C#N)C(C)(C)C1 is listed as CHRM4 agonist: 2; CHRM1 PAM: 1; CHRM5 antagonist: 10; CHRM1 agonist: -2; CHRM5 PAM: 8; M4 antag: 12; TAAR1 ag: 24; CHRM1 antagonist: 12; CHRM5 agonist: 5

# Some of the compounds tested; the hit share may differ from the screen's.
